SENP6 block: SENP6 protease inhibition | Recombinant SENP6 catalytic domain, aminoluciferin luminescence | inhibition, % at 10 µM | hit rate 1.8% among 330,000 | AID 2599;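 active = inhibition above about 50% at the single tested dose, limit read from the data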;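 also: plate controls were DMSO wells with enzyme for no effect and DMSO wells lacking enzyme for full effect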
Target sequence (Q9GZR1 628-1112 limits assumed): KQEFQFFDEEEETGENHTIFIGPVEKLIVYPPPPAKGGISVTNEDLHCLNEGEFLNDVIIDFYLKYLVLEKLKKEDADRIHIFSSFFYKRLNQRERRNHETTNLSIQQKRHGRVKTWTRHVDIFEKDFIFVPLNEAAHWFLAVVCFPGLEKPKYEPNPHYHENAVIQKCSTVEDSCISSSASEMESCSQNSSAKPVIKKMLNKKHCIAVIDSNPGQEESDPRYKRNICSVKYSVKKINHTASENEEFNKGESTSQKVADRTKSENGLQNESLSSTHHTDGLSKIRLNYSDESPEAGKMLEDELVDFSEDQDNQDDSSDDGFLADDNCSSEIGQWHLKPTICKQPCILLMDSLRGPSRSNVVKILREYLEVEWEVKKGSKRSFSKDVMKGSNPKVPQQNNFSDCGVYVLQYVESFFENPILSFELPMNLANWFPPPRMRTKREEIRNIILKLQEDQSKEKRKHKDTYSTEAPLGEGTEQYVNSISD
Apaf1 inhib: human Apaf-1 inhibition. O14727. reconstituted apoptosome caspase-3 activity, DEVD-Rh110 fluorescence. inhibition, % at 20 µM. hit rate 0.71% among 330,000; active = inhibition of at least 40% at 20 µM;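 also: plate controls were DMSO wells for no effect and DEVD-CHO caspase inhibitor wells for full effect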
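Material: cell-free apoptosome with Apaf-1, procaspase-3 and caspase-9; Buffer or medium: Hepes pH 7.5 with detergent and BSA; Reagent: cytochrome c trigger plus (Z-DEVD)2-Rh110 caspase-3 substrate; Times: compound with Apaf-1, dATP, procaspase-3 30 min, then 50 min reaction, room temperature; Technique: Rh110 fluorescence intensity.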
SENP8 block-1: inhibitors of human SENP8 protease. Q96LD8. inhibition, % at 20 µM. AID 602440. hit rate 0.64% among 360,000. recombinant SENP8, Nedd8 substrate fluorescence; in the data active = inhibition mostly above about 40%, no sharp cut-off; inactive = mostly below about 27%
SENP1 inh: inhibitors of human SENP1 SUMO protease catalytic domain; hit rate 0.21% among 360,000; inhibition, % at 10 µM; recombinant SENP1 catalytic domain, CyPet-SUMO1-YPet FRET cleavage; AID 624204;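 active = inhibition at least 30% at 10 µM, raw YFP signal under a set limit, fluorescence ratio 0.5 to 1.5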;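 also: 0% = enzyme with DMSO and 100% = no enzyme wells; some results filed as inactive read as strong as hits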
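Material: hSENP1 catalytic domain, recombinant; medium: Tris pH 8 with BME, BSA, NP40 and catalase; compound: single concentration of 10 µM compound, 0.5% DMSO final; technique: FRET read of cyan and yellow fluorescence; timing: 50 min enzyme reaction, room temperature, light-protected; reagent: SFCypet-SUMO1-SFYpet substrate at 25 nM; control set: no-enzyme low, enzyme-DMSO high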
PfG6PD inh: PfG6PD (Plasmodium falciparum) enzyme inhibition. AID 504690. hit rate 0.78% among 350,000. inhibition, % at 20 µM. PfGluPho enzyme, NADPH resazurin-diaphorase fluorescence;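 active = inhibition reaching at least a set limit at 20 µM in the primary screen, cut at about 59% in these data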;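 also: 0% = DMSO wells with substrate and 100% = DMSO wells lacking glucose-6-phosphate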
SENP8 block-2: inhibitors of human SENP8 protease; Q96LD8; purified SENP8, Z-RLRGG-aminoluciferin cleavage, luminescence; inhibition, % at 10 µM; hit rate 1.2% among 330,000; AID 2540; in the data active = inhibition above about 50%
SENP7 block: SENP7 protease inhibition; Q9BQF6; recombinant SENP7, Z-RLRGG-aminoluciferin luminescence, 40 min; inhibition, % at 5 µM; hit rate 1.5% among 330,000;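 active = inhibition above about 50% at the single test dose, limit read from the data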;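 also: plate controls were DMSO with enzyme for no effect and no enzyme buffer wells for full effect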
Target sequence (Q9BQF6 706-1050 limits assumed): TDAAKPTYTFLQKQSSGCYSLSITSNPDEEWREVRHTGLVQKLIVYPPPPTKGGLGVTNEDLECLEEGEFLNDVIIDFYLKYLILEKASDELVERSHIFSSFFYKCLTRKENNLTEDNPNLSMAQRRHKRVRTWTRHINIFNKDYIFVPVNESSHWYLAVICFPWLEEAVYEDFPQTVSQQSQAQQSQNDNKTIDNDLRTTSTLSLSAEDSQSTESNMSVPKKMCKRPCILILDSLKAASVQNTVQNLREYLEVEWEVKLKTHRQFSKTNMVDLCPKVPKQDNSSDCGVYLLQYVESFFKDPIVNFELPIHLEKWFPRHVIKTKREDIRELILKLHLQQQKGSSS
HKDC1 inh: HKDC1 (human) hexokinase inhibition; recombinant HKDC1, G6PDH/diaphorase resazurin coupled fluorescence; inhibition, % at 20 µM; hit rate 0.16% among 340,000; AID 493160;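 active = inhibition above about 35% when tested at 20 µM, limit read from the data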;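 also: plate controls were DMSO wells with enzyme for no effect and DMSO wells lacking enzyme for full effect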
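Test system: Recombinant HKDC1 (HK5) hexokinase enzyme, produced in-house | Input: HKDC1 at 5 µg/mL | Buffer or medium: Tris pH 8.0 buffer with MgCl2, Tween-20, BSA, BME | Schedule: 90 min reaction incubation at room temperature, dark | Technique: Resazurin-to-resorufin fluorescence via G6PDH and diaphorase coupling, 525/613 nm | Controls: DMSO wells with and without enzyme mix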
NALP3 yeast inh: blocks the NALP3 inflammasome reconstituted in yeast. hit rate 0.39% among 330,000. Yeast reconstituted NLRP3/ASC/caspase-1, beta-gal luminescence, 24 h. inhibition, % at 10 µM. AID 2825;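 active = inhibition of 50% or more; inactive = inhibition below 50%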;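 also: plate controls were induced DMSO wells for no effect and uninduced yeast grown without galactose for full effect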
An asterisk follows results filed as active; · = no result given; & = joins results of further samples. Compounds were not picked by outcome; 4.1% or so of the library scored in one or more.

Start of the data: the first six compounds, to show the layout:
SMILES	SENP6 block	Apaf1 inhib	SENP8 block-1	SENP1 inh	PfG6PD inh	SENP8 block-2	SENP7 block	HKDC1 inh	NALP3 yeast inh
C=C(C)CN1C(=O)C(O)(CC(=O)c2ccc3c(c2)OCCO3)c2ccccc21 (stereo not drawn)	-10	2	1	-1	-13	5	1	10	17
COc1cc(/C=C/c2cccc[n+]2C)ccc1OCC(=O)Nc1cccc(Cl)c1	-25	14	-179	-14	18	-2	-4	-2	1
CC(C)(C)c1nn2cnnc2n(/N=C/c2ccccc2)c1=O	-9	0	-4	2	-1	0	-3	12	14
O=C1C(Cl)=C(Nc2ccc(O)cc2)C(=O)c2ccccc21	26	26	41*	1	-37	11	0	-3	-9
COCCn1nnnc1C(c1ccc(Cl)cc1)N1CCSCC1 (stereo not drawn)	-7	-4	12	2	-24	-4	5	9	2
COc1ccccc1C(=O)Nc1ccc2c(c1)OCO2	45	4	11	0	2	3	38	-9	30

The list itself, previewed entries included:
SMILES	SENP6 block	Apaf1 inhib	SENP8 block-1	SENP1 inh	PfG6PD inh	SENP8 block-2	SENP7 block	HKDC1 inh	NALP3 yeast inh
C=C(C)CN1C(=O)C(O)(CC(=O)c2ccc3c(c2)OCCO3)c2ccccc21 (stereo not drawn)	-10	2	1	-1	-13	5	1	10	17
COc1cc(/C=C/c2cccc[n+]2C)ccc1OCC(=O)Nc1cccc(Cl)c1	-25	14	-179	-14	18	-2	-4	-2	1
CC(C)(C)c1nn2cnnc2n(/N=C/c2ccccc2)c1=O	-9	0	-4	2	-1	0	-3	12	14
O=C1C(Cl)=C(Nc2ccc(O)cc2)C(=O)c2ccccc21	26	26	41*	1	-37	11	0	-3	-9
COCCn1nnnc1C(c1ccc(Cl)cc1)N1CCSCC1 (stereo not drawn)	-7	-4	12	2	-24	-4	5	9	2
COc1ccccc1C(=O)Nc1ccc2c(c1)OCO2	45	4	11	0	2	3	38	-9	30
O=C(OCC(=O)N1CCOCC1)c1cc(F)c(F)cc1Cl	21	8	1	1	-3	-3	-7	-5	10
CCNc1nc(Oc2ccc(=O)n(C)n2)nc(N2CCOCC2)n1	-26	-3	21	1	-3	2	-10	0	7
COc1ccc(OC(C)C(=O)Nc2ccccc2C(F)(F)F)cc1 (stereo not drawn)	4	-1	10	3	-11	0	4	-7	13
COc1ccc(C(=O)NCc2nnc(SCC(=O)Nc3cccc(C(F)(F)F)c3)o2)cc1OC	11	-1	-29	-1	6	0	3	-5	17
CC(=O)c1ccc(-n2nnnc2SCC(=O)N2CCc3ccccc3C2)cc1	·	·	61*	-1	19	·	·	7	·
CSc1ccc(CN(C)CC(=O)Nc2ccc(NC(C)=O)cc2)cc1	-20	-15	10	3	-15	9	5	2	3

In a second layout: results already given.
Results follow in this order: SENP6 block | Apaf1 inhib | SENP8 block-1 | SENP1 inh | PfG6PD inh | SENP8 block-2 | SENP7 block | HKDC1 inh | NALP3 yeast inh
- CCNc1nc(Oc2ccc(=O)n(C)n2)nc(N2CCOCC2)n1
  -26 | -3 | 21 | 1 | -3 | 2 | -10 | 0 | 7
- COc1cc(/C=C/c2cccc[n+]2C)ccc1OCC(=O)Nc1cccc(Cl)c1
  -25 | 14 | -179 | -14 | 18 | -2 | -4 | -2 | 1
- CSc1ccc(CN(C)CC(=O)Nc2ccc(NC(C)=O)cc2)cc1
  -20 | -15 | 10 | 3 | -15 | 9 | 5 | 2 | 3

(list continues)
SMILES	SENP6 block	Apaf1 inhib	SENP8 block-1	SENP1 inh	PfG6PD inh	SENP8 block-2	SENP7 block	HKDC1 inh	NALP3 yeast inh
Cc1cc(NC(=O)CC(F)(F)F)n(-c2ccccc2)n1	-18	5	22	1	7	1	-4	-11	2
COc1ccc(S(=O)(=O)N(C)C[C@@H]2Oc3c(NS(C)(=O)=O)cccc3C(=O)N([C@@H](C)CO)C[C@H]2C)cc1	-16	-4	3	1	3	-3	7	-6	12
CC(NC(=O)c1ccc2ccccc2n1)c1ccc(S(N)(=O)=O)cc1 (stereo not drawn)	-20	12	-1	-3	-9	-5	9	-6	23
O=C(Cc1ccc([N+](=O)[O-])cc1)Nc1ccc2c(c1)OCO2	12	0	10	2	7	0	6	-10	9
Cc1cccc(NC(=S)NCc2ccc3[nH]c4c(c3c2)CCCC4)c1	-8	16	-4	-30	21	-7	15	1	23
CC1CCN(C(=O)c2ccc(NS(C)(=O)=O)cc2)CC1	-6	-6	-50	-5	-4	-6	-9	-10	8
NC(=O)c1ccsc1NC(=O)COC(=O)[C@@H]1CCCN1C(=O)c1cccs1	·	·	23	-5	8	·	·	3	·
O=C(N/N=C/c1cc(Br)cc(Br)c1O)c1cccc(S(=O)(=O)N2CCOCC2)c1	2	-3	5	-36	-44	5	-2	-26	28
Cc1ccc(Nc2nnc(SCC(=O)NCCN3C(=O)CSC3=O)s2)cc1C	25	-4	8	1	21	46	53*	-10	-17
Nc1cc(=O)[nH]c(SCC(=O)Nc2cccc([N+](=O)[O-])c2)n1	5	-20	23	2	6	-4	-2	-5	6
O=C(NCc1cccs1)C1CCCN1C(=O)NC1CCCCC1 (stereo not drawn)	-8	-3	16	-1	10	-10	-8	2	3
CCOc1ccccc1C(=O)NCC(=O)NCC1CCCCC1	-8	11	7	2	-2	-6	0	-9	3
COc1ccc(C(=O)NNC(=O)Cc2ccc(Cl)cc2)cc1	-11	1	4	2	-11	-13	-8	-10	8
O=C(CSc1nccn1Cc1ccccc1)Nc1nccs1	7	3	16	2	-7	15	1	-1	-13
O=C(CCc1nnc(Cc2ccc(-c3ccccc3)cc2)o1)NCCc1ccccn1	16	4	8	3	-1	3	-2	-4	14
O=C(CCCC(=O)OCC(F)(F)C(F)F)Nc1nccs1	3	-21	4	0	-1	-2	6	-5	17
O=C(CN1CCCCC1)Nc1ccc(NC(=O)c2ccccc2Cl)cc1Cl	11	11	9	1	-32	3	5	3	4
CCN(C(=O)CSc1ncnc2sc(C)c(C)c12)C1CCS(=O)(=O)C1 (stereo not drawn)	-10	-7	0	2	8	0	9	5	11
COc1ccc(/C=C2\N=C(C)OC2=O)cc1OC	-28	-2	-18	2	6	4	-4	-3	21
COC(=O)c1ccc(Cl)c(NC(=O)CN2CCN(Cc3ccccc3)CC2)c1	-6	10	19	1	19	-1	-2	1	35
Cc1ccc(C(=O)NCc2ccccc2)cc1Br	-9	10	12	1	2	-6	2	-10	12
CS/C(=N\S(=O)(=O)c1cccs1)NC(=O)CSc1nc2ccccc2s1	9	-6	-3&-18	-6&-29	1&8	-3	6	22&-8	14
COc1ccc(NC(=O)CSc2nnnn2C2CC2)cc1S(=O)(=O)N1CCOCC1	4	-3	3	2	1	8	-1	3	24
COc1ccccc1NS(=O)(=O)c1cccc(NC(=O)c2nc3nc(C)cc(C)n3n2)c1	8	1	17	-1	1	-1	4	11	8
S=C(Nc1ccc(Cl)cc1)NC1CC2CCC(C1)N2Cc1ccccc1 (stereo not drawn)	-24	11	12	5	9	-2	0	-5	26
O=[N+]([O-])c1ccc(/C=C/c2ccncc2)cc1	·	·	31	4	21	·	·	-9	·
CN(C)c1ccc(NC(=O)CN2CCN(CC(=O)Nc3ccc(F)cc3)CC2)cc1	-11	0	29	4	-5	3	-5	-3	8
COc1ccc(N(CC(=O)NCCc2cccc(C)c2)S(=O)(=O)c2c(C)noc2C)cc1	10	21	2	2	12	2	3	-3	11
Cc1cc(C)n2nc(C(=O)Nc3nccs3)nc2n1	3	-17	4	1	-15	4	-1	-8	4
CN(N=C(c1ccccc1)c1ccccc1)c1ccccc1	·	·	16	4	7	·	·	0	·
O=C1CC(N2CCOCC2)C(=O)N1c1ccccc1Cl (stereo not drawn)	17	4	10	-1	-11	-5	0	-11	-2
CSc1cccc(NC(=O)CNC(=O)C2CCCCC2)c1	13	6	16	0	-2	2	0	-3	4
CCc1ccc(NS(=O)(=O)c2ccc(OC)c3ncccc23)cc1	-7	16	20	-1	-6	-8	4	-7	4
CCCS(=O)(=O)N1CCN(c2ccccn2)CC1	-18	0	-14	4	6	-10	-8	-7	6
CCC(C)(C)C1CCC2(CC1)NC(=O)N(CC(=O)NCCc1ccc(OC)c(OC)c1)C2=O (stereo not drawn)	7	11	10	-4	8	-8	10	-3	12
COc1ccccc1-n1c(C)nnc1SCC(N)=O	-5	-4	10	1	-5	-8	-5	-2	-1
CCOC(=O)CC(=O)CSC1=C(C#N)C(c2ccccc2OC)CC(=O)N1 (stereo not drawn)	-4	-1	-116	-32	23	0	2	1	17
c1cnc2c(c1)ncc1cscc12	-13	-16	-62	-2	-2	1	-1	-9	22
Cc1cc(C)cc(OCCCCn2cncn2)c1	-27	0	7	1	-18	-3	2	-6	13
COc1ccc(CNC(=O)c2cc(C)nn2-c2ccccc2)cc1	-2	-4	10	1	12	-5	-10	-7	0
Cc1cc(CNC(=O)COc2ccc(C)c(C)c2)c2ccccc2n1	-2	2	23	2	10	-9	4	-4	21
COc1ccc(OC)c(/C=N/NC(=O)c2cc(-c3ccc(C)o3)nc3ccccc23)c1	-20	8	-269	-17	15	2	4	-4	5
CC(=O)N1CCC2(CC1)CC(=O)c1cc(Cl)ccc1O2	-2	0	-222	-7	0	-8	4	-4	19
C=CCn1cc(C(=O)NCCCOC)c(=O)c2cc(S(=O)(=O)N(CC)CC)ccc21	-2	3	2	3	-1	0	3	-7	4

Compound activity from PubChem.
